# Screening data deposited in PubChem BioAssay by National Center for Advancing Translational Sciences (NCATS).
# D1 agonist: human D1 receptor agonism; P21728; activation, % at 2 µM; AID 504660; HEK293 T-REx D1 cells, calcium flux, agonist mode; 360,000 compounds, 1% hits; in the data active means activation above about 30%; further: 0% is about no effect
#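 Inducible HEK293 T-REx D1 cells, force-coupled to calcium signalling, were plated at 4000 cells/well with tetracycline and held overnight at 30 C. After no-wash calcium dye loading, compound-evoked calcium rise over 180 s flagged agonists.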
# D1 antag: antagonists of human D1 dopamine receptor. P21728. HEK293 TREx D1 cells, calcium flux, dopamine EC80; stronger effect = lower value. activity change, negative = inhibition, % at 10 µM. 360,000 compounds, 3.2% hits; in the data active means activity change below about -30%; further: on the % scale 0 is the no-effect control and ±100 the full control effect
#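 Kinetic fluorescence of a calcium dye serves as the read-out. D1-expressing Hek293 Trex cells, induced overnight at 30 C, are exposed to compound for 180 s before an EC80 dopamine addition, then read 180 s further.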
# TRHR PAM: allosterically enhances the human TRH receptor; enhancement, % at 2 µM; TRHR cells, fluo-8 calcium fluorescence, EC20 TRH enhancement; 360,000 compounds, 0.66% hits; in the data active means enhancement above about 30%; further: 0% is about no effect
# Target sequence (P34981 whole entry, looked up): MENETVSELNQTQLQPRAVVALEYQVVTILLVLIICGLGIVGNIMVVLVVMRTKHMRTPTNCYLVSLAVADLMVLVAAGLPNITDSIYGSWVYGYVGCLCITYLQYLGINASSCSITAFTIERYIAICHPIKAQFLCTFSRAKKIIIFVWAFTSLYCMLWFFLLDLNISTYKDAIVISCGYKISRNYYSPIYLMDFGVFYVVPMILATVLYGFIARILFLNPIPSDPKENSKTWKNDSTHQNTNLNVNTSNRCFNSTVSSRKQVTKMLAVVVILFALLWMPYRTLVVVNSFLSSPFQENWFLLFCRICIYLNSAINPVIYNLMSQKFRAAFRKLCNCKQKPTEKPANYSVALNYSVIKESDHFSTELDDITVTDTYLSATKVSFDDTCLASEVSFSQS
#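 Enhancer read-out: after compound pinning and an initial kinetic agonist-mode read, an EC20 of TRH (10 nM final) was injected and fluo-8 calcium signal (Ex 480/Em 530) followed at 1 s/cycle for 100 cycles in TRHR-expressing cells.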
# RXFP1 antagonist: blocks the human relaxin receptor RXFP1; Q9HBX9; 350,000 compounds, 0.59% hits; HEK293-RXFP1, relaxin-stimulated cAMP HTRF, 30 min; stronger effect = lower value; activity change, negative = inhibition, % at 57.5 µM;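 active means activity change of -60% or lower, but not beyond a set lower limit; inconclusive means change between -60% and -40%, or beyond the set limit; inactive means change above -40%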; further: on the % scale 0 is the no-effect control and ±100 the full control effect
# Apoferritin bind: candidate novel general anesthetic via apoferritin binding. apoferritin/1-aminoanthracene competitive binding, fluorescence. Potency, µM (titrated, usually from 77.5 µM), without a hit: top-dose activity change, negative = displacement, usual class: inhibitors. 350,000 compounds, 0.074% hits; further: potency means the concentration at half of the fitted maximal effect; on the % scale 0 is the no-effect control and ±100 the full control effect; nearly all actives have a fitted effect of over 20% in size
# Target sequence (P02791 2-175 limits assumed): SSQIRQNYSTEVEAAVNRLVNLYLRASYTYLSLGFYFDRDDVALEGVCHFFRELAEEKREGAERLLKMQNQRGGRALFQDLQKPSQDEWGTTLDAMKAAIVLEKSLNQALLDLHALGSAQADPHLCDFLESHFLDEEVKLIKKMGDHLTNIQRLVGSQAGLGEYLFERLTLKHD
#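 In PBS, apoferritin at 10 uM is loaded with 1-AMA from a 50% saturated solution. After 10 min of compound exposure at ambient temperature, reduced 535 nm fluorescence indicates probe displacement.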
# D1 PAM: enhances dopamine response at the human D1 receptor; P21728; HEK293 TREx D1 cells, calcium flux, dopamine EC20 potentiation; potentiation, % at 10 µM; 360,000 compounds, 0.036% hits; in the data active means potentiation above about 30%; further: 0% is about no effect
# D2 PAM: positive allosteric modulators of human D2 dopamine receptor; P14416; HEK293 T-REx D2, calcium flux, EC20 dopamine potentiation; potentiation, % at 10 µM; 340,000 compounds, 0.34% hits;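 active means potentiation over 3 SD above the plate norm, cut at about 30% in these data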; further: 0% is about no effect
# Target sequence (P14416 whole entry, looked up): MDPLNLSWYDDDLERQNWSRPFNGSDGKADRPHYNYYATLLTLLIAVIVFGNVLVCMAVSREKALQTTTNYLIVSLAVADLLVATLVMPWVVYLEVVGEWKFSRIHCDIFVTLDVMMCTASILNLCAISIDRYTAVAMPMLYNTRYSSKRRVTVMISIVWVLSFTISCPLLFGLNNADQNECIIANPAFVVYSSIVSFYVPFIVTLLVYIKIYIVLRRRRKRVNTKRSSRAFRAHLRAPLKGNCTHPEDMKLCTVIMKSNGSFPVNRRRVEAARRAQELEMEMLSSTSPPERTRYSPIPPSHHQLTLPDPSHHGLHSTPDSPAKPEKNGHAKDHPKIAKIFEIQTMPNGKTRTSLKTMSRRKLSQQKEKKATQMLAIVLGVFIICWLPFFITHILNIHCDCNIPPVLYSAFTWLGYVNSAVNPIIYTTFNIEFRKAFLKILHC
#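 Potentiation of an EC20 dopamine calcium response is measured in a force-coupled, tetracycline-inducible Hek293 Trex D2 line. Compound-only kinetic reads over 180 s flag agonists before dopamine addition.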
# TRHR ag: agonists of human TRH receptor; TRHR cells, calcium flux fluo-8, FDSS agonist mode; activation, % at 2 µM; 360,000 compounds, 0.18% hits; in the data active means activation above about 30%; further: 0% is about no effect
#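 Fluo-8-loaded TRHR cells; 10 s baseline, compound added, kinetic Ca2+ fluorescence read 1/s, agonist mode.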
# RXFP1 ag: agonists of human relaxin receptor RXFP1 | HEK293T-RXFP1 cAMP TR-FRET, 30 min; response scale: percent of porcine relaxin response, buffer zero | Potency, µM (titrated, usually from 57.5 µM), for the others: at the highest dose activation, usual class: activators | 370,000 compounds, 0.3% hits | AID 2676; further: potency means the concentration at half of the fitted maximal effect; on the % scale 0 is the no-effect control and ±100 the full control effect; nearly all actives have a fitted effect of over 60% in size; many of its hits are not listed in these tables
#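 Agonist response is measured as cAMP accumulation in an RXFP1-transfected HEK293T line under PDE4 inhibition. Values are scaled between buffer-only and 29 nM porcine relaxin, and EC50s come from standard Hill equation fits.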
# Starred values were filed as active, the others as inactive; ? = inconclusive; · = no result given. Unless noted, the call rests on the fitted dose curve; in most records, active means well fitted curve in the direction sought with a large enough effect; inconclusive means small, poorly fitted or top-dose-only effect, or another doubt; inactive means no such curve, though single readings can be large; an effect the other way counts as inactive or inconclusive. These rows are one share of the data, so the mix of outcomes need not match the whole.
# Every second line gives: D1 PAM, RXFP1 antagonist, Apoferritin bind, TRHR ag, D2 PAM, RXFP1 ag, D1 antag, D1 agonist, TRHR PAM
CC1CCCCN1CCCNC(=O)c1cc(Br)c(Br)[nH]1 (configuration not stated)
 : -3, -18, -5%, -0.4, -13, 0.3%, -2, 4, 17
CC(C)CCOc1ccc(CO[C@@H]2[C@H]3OC(C)(C)O[C@H]3O[C@@H]2C(O)CO)cc1 (some centres not stated)
 : 1, -7, -16%, -0.3, 7, 0.3%, -5, -2, 5
CC(c1n[nH]c(=S)n1-c1ccc(F)cc1)N1CCCCC1 (configuration not stated)
 : 1, 7, -4%, 0.5, 1, 1.3%, 9, 9, 4
CC(Sc1nnc(Cc2cccs2)n1C1CC1)C(=O)NC1CCS(=O)(=O)C1 (configuration not stated)
 : 1, 3, ·, 0.3, 11, -0.2%, -1, 2, -5
CCN1C(=O)CSc2ccc(C(=O)OC)cc21
 : -4, -7, 5%, 0.5, -2, 1.4%, 21, -3, -1
COc1cc(CN2CCCC(C(=O)c3ccc(SC)cc3)C2)cc(Cl)c1O (configuration not stated)
 : 3, -11, -23%, 0.7, 0, -1.4%, 1, 6, -8
CSc1nc2c(c(-c3ccc(O)cc3)c1C#N)CCC2
 : -7, -20, -7%, 0.6, 9, -0.2%, -3, 13, -24
Cc1cc(C)n2nc(C(=O)OCC(=O)Nc3ccc4c(c3)OCCO4)nc2n1
 : -3, 4, ·, 0.4, 4, -0.5%, -26, 1, 2
Cc1cc(C(=O)O)ccc1-c1ccc(/C=C2\SC(=O)N(CC(=O)Nc3ccc4c(c3)OCO4)C2=O)o1
 : -3, ·, -5%, 14, 4, -0.8%, -15, 43*, -5
COc1ccc(OC)c(-n2c(CNC3CCN(Cc4ccccc4)CC3)nc3ccccc3c2=O)c1
 : -15, 10, -19%, -0.9, -14, 2.2%, -8, 1, -2
COc1ccc(CN2CCCC(C(=O)c3cccc(OC(C)C)c3)C2)cc1Cn1cccn1 (configuration not stated)
 : -2, ?, -15%, -1.3, 1, 0.0%, -6, 3, 8
CCC(=O)N1CCc2cc(S(=O)(=O)NC(C(=O)NCCc3ccccc3)C(C)C)ccc21 (configuration not stated)
 : 2, -8, -11%, 0.0, -1, -0.4%, -7, -2, -3
Cc1ccc(-c2n[nH]c(=S)n2/N=C/c2cc3c(cc2[N+](=O)[O-])OCO3)cc1
 : 0, 8, -7%, -0.9, -1, -2.2%, 3, 0, 1
COc1ccc(OC)c(S(=O)(=O)NCCCn2ccnc2)c1
 : -3, 5, -5%, 0.2, 9, -0.8%, 13, 0, 16
O=C(NCc1ccc2c(c1)OCO2)C(=O)NCC1OCCCN1S(=O)(=O)c1cc(F)ccc1F (configuration not stated)
 : -3, -2, -18%, 0.9, -5, -3.2%, -6, 0, -6
S=c1[nH]nc(CN2CCCC2)n1Cc1ccccc1
 : 1, -10, -3%, 0.5, 3, 0.2%, -5, 2, 0
Cc1oc(S(=O)(=O)N(C)C)cc1C(=O)Nc1ccc(F)cc1
 : -1, 1, -1%, 0.5, -2, -0.4%, 2, 5, 1
O=C(N/N=C/c1ccc(OC(=O)c2ccc(Br)cc2)cc1)c1ccncc1
 : -5, -8, -2%, -0.4, 20, -2.6%, -2, 0, 9
CC1(c2ccc(O)cc2)NC(=O)N(c2ccccc2)N1 (configuration not stated)
 : 4, -2, -5%, 0.1, 1, 0.3%, -7, 1, 3
CCCN(CCC)C(=O)CSc1ncccc1C(=O)O
 : 1, 7, -8%, 0.1, -19, 6.1%, 4, 4, -2
O=C(NC1CCCCC1)C1CCCN1S(=O)(=O)c1cccc2nsnc12 (configuration not stated)
 : 2, 7, -16%, -0.7, 9, 0.0%, 26, 1, -1
O=C(Nc1ccc(Cl)c(S(=O)(=O)N2CCOCC2)c1)c1cc(-c2ccccn2)nc2ccccc12
 : 2, 11, -9%, 1.3, -5, 0.4%, -4, 3, 14
Cc1onc(-c2ccccc2Cl)c1C(=O)N1CCN(C=O)CC1
 : 0, -3, 1%, 1.1, 1, -1.5%, 16, 5, 7
CCN1CCCC1CNC(=O)c1ccc(N2CCOCC2)c(NS(=O)(=O)c2ccc(OC)cc2)c1 (configuration not stated)
 : -15, 1, -14%, 0.7, -13, 1.6%, -18, 3, 1
CCc1ccc2[nH]c(=O)c(CN(Cc3ccc(F)cc3)C(c3nnnn3CCN3CCOCC3)C(C)C)cc2c1 (configuration not stated)
 : 0, 1, -15%, -0.7, 31*, 0.3%, 10, 4, -4
CCc1c(C)sc(NC(=O)C2c3ccccc3Oc3ccccc32)c1C(=O)OC(C)C
 : -3, ·, -22%, 1.1, -8, 0.5%, 15, -1, 4
COc1ccccc1CC(=O)NNC(=O)c1ccco1
 : ·, -11, -4%, 1.6, -3, 0.9%, 13, 2, -5
COc1ccc(OC)c(NC(=O)CSc2nnc3ccc4ccccc4n23)c1
 : 1, -13, -3%, -0.2, -2, 1.9%, 5, -1, 6
CCc1ccc(NC(=O)N(Cc2ccc(C)cc2)Cc2cccn2-c2nnc(N3CCCC3=O)s2)cc1
 : -5, -15, 23%, 0.9, -11, 2.1%, -3, 2, -4
Cc1ccc(NC(=O)CN2CCN(c3ccccn3)CC2)cc1S(=O)(=O)N(C)C
 : -7, -27, -6%, -0.2, -24, -0.4%, 1, -1, -2
Cc1ccc(-c2nc(-c3ccncc3)no2)cc1C
 : -1, -2, -3%, 0.0, 0, 4.1%, 15, 3, -8
COc1ccc(-n2ncc(C(=O)N3CCN(c4cc(C)ccc4C)CC3)c2C2CCN(C(=O)OC(C)(C)C)CC2)cc1
 : -6, -9, -7%, 0.5, 7, 1.0%, -31*, 1, 3
O=C(NCCCc1nc2ccccc2n1Cc1ccccc1Cl)C1CCCCC1
 : 4, ·, -12%, -0.4, 0, 1.8%, 19, -1, 6
OCCNc1nc(-c2ccccc2)nc2ccccc12
 : -8, -1, -4%, 0.7, -1, 0.5%, -35*, 4, -1
COCCOC1CCN(C(=O)C2CCC(=O)N(CCc3ccc(OC)cc3)C2)CC1 (configuration not stated)
 : -5, 0, -3%, 1.8, ·, -0.2%, 4, 4, -8
CCN1CCN(C(c2cccc(F)c2)c2c(O)cc(C)n(Cc3ccco3)c2=O)CC1 (configuration not stated)
 : -2, -28, 3%, 0.1, -5, -2.2%, -3, -1, 4
CCCC(=O)Nc1cc(C)c(NC(=O)c2ccncc2)cn1
 : -2, 2, -17%, 0.1, -5, 2.4%, -1, 2, 4
CC(C)C(NS(=O)(=O)c1cccc2nsnc12)C(=O)Nc1nccs1 (configuration not stated)
 : 3, 1, -5%, 0.1, -2, 2.0%, -1, 3, -2
Cc1ccc(-c2cc(C(=O)N3CCN(C(=O)c4ccco4)CC3)[nH]n2)c(C)c1
 : -4, -7, -3%, -0.7, -3, 2.2%, -11, 9, 0
CC(C)OC(=O)Cn1nnc(-c2ccccc2)n1
 : -2, -5, -22%, -0.2, 21, 0.2%, -6, 7, -7
COc1ccccc1CNC(=O)C1CCC(=O)N(CCCN2CCCC2=O)C1 (configuration not stated)
 : -8, 9, -6%, 0.4, 4, 1.2%, -23, 3, 0
COc1ccc(CNC(=O)CN2C(=O)NC(C)(c3ccc(C(C)(C)C)cc3)C2=O)cc1 (configuration not stated)
 : 10, -6, -11%, 0.0, 12, 3.0%, 4, 4, 3
CC1CCCN(S(=O)(=O)c2ccc(Br)s2)C1 (configuration not stated)
 : -4, -7, 3%, -1.8, -14, -0.5%, 6, 2, -2
O=C(OC(C(=O)NCC1CCCO1)c1ccccc1F)c1ccco1 (configuration not stated)
 : -3, 1, -12%, 0.0, 0, 1.2%, -9, -1, 1
Cc1ccc(C)c(N2CCN(C(=O)CCCn3c(=S)[nH]c4cc5c(cc4c3=O)OCO5)CC2)c1
 : 4, -102*, 4%, -0.7, 16, -0.5%, 1, 5, 3
COc1cc(NC(=O)c2cnc3c(-c4ccc(F)cc4)c(C)nn3c2C)cc(OC)c1
 : -1, -34, -7%, 0.4, 0, 0.8%, -4, 1, 11
CSc1nc2nc3c(c(=O)n2[nH]1)CN(Cc1ccccc1)CC3
 : -3, 0, -11%, -0.2, ·, -0.4%, -13, -1, 2
CCCCc1c(C)nc2nc(SCc3ccc(Cl)cc3)[nH]n2c1=O
 : -8, -5, 8%, 0.1, 5, 0.3%, -13, 14, 1

# Molecules listed so far containing fluorine:
# Every second line gives: D1 PAM, RXFP1 antagonist, Apoferritin bind, TRHR ag, D2 PAM, RXFP1 ag, D1 antag, D1 agonist, TRHR PAM
CC(c1n[nH]c(=S)n1-c1ccc(F)cc1)N1CCCCC1 (configuration not stated)
 : 1, 7, -4%, 0.5, 1, 1.3%, 9, 9, 4
O=C(NCc1ccc2c(c1)OCO2)C(=O)NCC1OCCCN1S(=O)(=O)c1cc(F)ccc1F (configuration not stated)
 : -3, -2, -18%, 0.9, -5, -3.2%, -6, 0, -6
Cc1oc(S(=O)(=O)N(C)C)cc1C(=O)Nc1ccc(F)cc1
 : -1, 1, -1%, 0.5, -2, -0.4%, 2, 5, 1
CCc1ccc2[nH]c(=O)c(CN(Cc3ccc(F)cc3)C(c3nnnn3CCN3CCOCC3)C(C)C)cc2c1 (configuration not stated)
 : 0, 1, -15%, -0.7, 31*, 0.3%, 10, 4, -4
CCN1CCN(C(c2cccc(F)c2)c2c(O)cc(C)n(Cc3ccco3)c2=O)CC1 (configuration not stated)
 : -2, -28, 3%, 0.1, -5, -2.2%, -3, -1, 4
O=C(OC(C(=O)NCC1CCCO1)c1ccccc1F)c1ccco1 (configuration not stated)
 : -3, 1, -12%, 0.0, 0, 1.2%, -9, -1, 1
COc1cc(NC(=O)c2cnc3c(-c4ccc(F)cc4)c(C)nn3c2C)cc(OC)c1
 : -1, -34, -7%, 0.4, 0, 0.8%, -4, 1, 11
